Screening data from PubChem BioAssay.
3T3 cytotox: cytotoxic compounds in NIH 3T3 cells; NIH 3T3 viability, CellTiter-Glo ATP luminescence, 48-72 h; Potency, µM (top dose mostly 96.7 µM), for the others: top-dose activity change, negative = cytotoxicity, usual class: inhibitors; hit rate 4.3% among 94,000; AID 1345082; further: potency means the concentration at half of the fitted maximal effect; nearly all actives have a fitted effect of over 55% in size
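Cytotoxicity was measured by CellTiter-Glo ATP luminescence after 48 or 72 h compound exposure at 37 °C. Mouse NIH 3T3 fibroblasts were seeded at 400 cells/well and dosed by 23 nL pin transfer.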
SNCA viab count: reduces viability of HEK-293 SNCA reporter cells; hit rate 0.12% among 150,000; AID 1671193; Potency, µM (doses to about 57.1 µM), for the others: at the highest dose activity change, negative = cytotoxicity, hits mostly cytotoxic; HEK-293-SNCA-luc viability, GF-AFC fluorescence, 24 h;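 further: potency means the concentration at half of the fitted maximal effect; 0% = DMSO-treated cells and -100% = medium-only wells without cells; nearly all actives have a fitted effect of over 30% in size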
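HEK-293-SNCA-luc cells (1500/well) plated 24 h, then exposed 24 h to a dilution series; GF-AFC added 30 min at 37C, fluorescence 405/540 nm; normalised to medium-only and DMSO wells, Hill fit.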
GPT2 inhibitor: inhibitors of human GPT2 alanine aminotransferase; hit rate 0.25% among 100,000; AID 1671188; Recombinant GPT2, coupled pyruvate oxidase/HRP Amplex Red fluorescence; Q8TD30; Potency, µM (doses to about 57.7 µM), inactives show at the highest dose activity change, negative = inhibition, most hits filed as inhibitors; further: potency means the concentration at half of the fitted maximal effect; nearly all actives have a fitted effect of over 60% in size; many of its hits are not listed in these tables
Target sequence (Q8TD30 whole entry, looked up): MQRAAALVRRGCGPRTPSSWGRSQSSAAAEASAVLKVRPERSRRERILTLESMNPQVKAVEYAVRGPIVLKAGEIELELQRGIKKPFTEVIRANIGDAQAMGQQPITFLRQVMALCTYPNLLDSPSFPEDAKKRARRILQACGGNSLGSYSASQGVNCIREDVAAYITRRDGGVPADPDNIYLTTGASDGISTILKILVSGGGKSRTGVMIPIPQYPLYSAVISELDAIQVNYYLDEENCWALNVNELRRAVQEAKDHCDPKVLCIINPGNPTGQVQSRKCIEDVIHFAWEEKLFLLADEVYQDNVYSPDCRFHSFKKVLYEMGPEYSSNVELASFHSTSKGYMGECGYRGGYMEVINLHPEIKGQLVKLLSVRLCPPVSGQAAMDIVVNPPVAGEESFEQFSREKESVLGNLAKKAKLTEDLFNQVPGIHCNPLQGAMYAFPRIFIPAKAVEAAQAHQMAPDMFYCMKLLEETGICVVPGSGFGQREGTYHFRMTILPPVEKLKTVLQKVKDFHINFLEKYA
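GPT2 10ng/uL, a-KG 250uM, L-Ala 2mM, HEPES pH7.5 + 0.0001% Tween; 30 min RT. Then Amplex mix (PO/HRP/ThPP), 30 min RT dark, fluorescence. AOA 50uM used as positive control.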
SNCA expr inh: reduces expression of the alpha-synuclein gene; Potency, µM (titrated, usually from 57.2 µM), for the others: top-dose activity change, negative = inhibition, hits mostly inhibitors; hit rate 0.17% among 140,000; HEK-293 SNCA-luciferase knock-in, luminescence, 24 h;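 further: potency means the concentration at half of the fitted maximal effect; plate controls were DMSO cells for no effect and cell-free wells for full effect; nearly all actives have a fitted effect of over 45% in size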
HEK293 tox: HEK 293 cell cytotoxicity; HEK 293 viability, ATP luminescence (CellTiter-Glo), 48-72 h; hit rate 6.6% among 94,000; Potency, µM (titrated, usually from 115 µM), for inactives: top-dose activity change, negative = cytotoxicity, hits mostly inhibitors; further: potency means the concentration at half of the fitted maximal effect; nearly all actives have a fitted effect of over 60% in size
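HEK 293 seeded at 250 cells/well receive compound via pintool. After 48 or 72 hr at 37 degree Celsius, 5% CO2 and 95% humidity, CellTiter-Glo is dispensed and luminescence read following 10 min at room temperature.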
IP6K1 inh: inhibitors of human IP6K1; Q92551; IP6K1 kinase, ADP-Glo luminescence, 2 h; stronger effect = lower value; activity change, % (series mostly up to about 58 µM); hit rate 0.81% among 140,000; in the data active means activity change below about -25%
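ADP-Glo luminescence measures ADP made by human IP6K1 during a 2 h RT reaction with ATP/IP6 (mix at 1.3 mM/130 uM); top library doses 57.5 and 19.1 uM final.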
FLuc inh: blocks purified firefly luciferase enzyme activity; purified P. pyralis luciferase, luminescence, biochemical; Potency, µM (series often up to 115 µM), for inactives: top-dose activity change, negative = inhibition, hits mostly inhibitors; hit rate 2.5% among 76,000; AID 1347043; further: potency means the concentration at half of the fitted maximal effect; nearly all actives have a fitted effect of over 65% in size
Target sequence (P08659 whole entry, looked up): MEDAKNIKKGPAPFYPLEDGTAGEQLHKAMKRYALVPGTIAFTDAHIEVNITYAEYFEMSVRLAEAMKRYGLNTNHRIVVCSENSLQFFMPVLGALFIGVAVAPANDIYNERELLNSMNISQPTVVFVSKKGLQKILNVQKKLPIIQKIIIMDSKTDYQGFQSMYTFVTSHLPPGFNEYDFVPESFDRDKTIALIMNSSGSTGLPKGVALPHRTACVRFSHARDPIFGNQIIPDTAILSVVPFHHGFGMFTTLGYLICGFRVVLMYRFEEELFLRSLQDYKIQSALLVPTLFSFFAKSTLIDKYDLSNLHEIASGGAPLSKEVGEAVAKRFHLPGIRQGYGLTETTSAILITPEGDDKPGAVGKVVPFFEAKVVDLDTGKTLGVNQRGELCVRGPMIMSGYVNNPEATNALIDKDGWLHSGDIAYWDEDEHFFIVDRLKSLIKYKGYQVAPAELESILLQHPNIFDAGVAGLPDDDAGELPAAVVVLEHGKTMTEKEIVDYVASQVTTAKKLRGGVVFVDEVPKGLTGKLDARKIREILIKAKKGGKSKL
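Inhibitors were tested against purified firefly luciferase in a biochemical, low-substrate format (both substrates at 10uM) and luminescence measured with a CCD imager.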
An asterisk follows results filed as active; i = inactive; ? = inconclusive; . = not tested or not shown; & = joins results of further samples; [ ] = another dose, or the depositor's remark. Unless noted, the call rests on the fitted dose curve; in most records, active means well fitted curve in the direction sought with a large enough effect; inconclusive means small, poorly fitted or top-dose-only effect, or another doubt; inactive means no such curve, though single readings can be large; an effect the other way counts as inactive or inconclusive. Unless noted, on the % scale 0 is the no-effect control and ±100 the full control effect. Not all compounds are listed (hit frequency here may not be typical).

Start of the listing, in advance, 3 compounds:
SMILES	3T3 cytotox	SNCA viab count	GPT2 inhibitor	SNCA expr inh	HEK293 tox	IP6K1 inh	FLuc inh
COc1ccc2[nH]c3c(c2c1)CCNC31CCN(C(=O)c2ocnc2C)CC1	?	-2%[12.5 µM]	i	27%	?	11	1%
O=C(CC(c1ccc(Cl)cc1)c1c[nH]c2ccc([N+](=O)[O-])cc12)N1CCOCC1 (stereo not drawn)	?	1%	-19%	-1%	40µM*	-4	4%
COc1ccccc1N1CCN(C(=O)c2ccccc2-c2ncc[nH]2)CC1=O	-8%	-4%	4%	-10%	2%	6	6%

The listing (from the top)
SMILES	3T3 cytotox	SNCA viab count	GPT2 inhibitor	SNCA expr inh	HEK293 tox	IP6K1 inh	FLuc inh
COc1ccc2[nH]c3c(c2c1)CCNC31CCN(C(=O)c2ocnc2C)CC1	?	-2%[12.5 µM]	i	27%	?	11	1%
O=C(CC(c1ccc(Cl)cc1)c1c[nH]c2ccc([N+](=O)[O-])cc12)N1CCOCC1 (stereo not drawn)	?	1%	-19%	-1%	40µM*	-4	4%
COc1ccccc1N1CCN(C(=O)c2ccccc2-c2ncc[nH]2)CC1=O	-8%	-4%	4%	-10%	2%	6	6%
COc1cc2ccccc2cc1C(=O)N1CCN(c2nc3c(C)cc(C)cc3s2)CC1	.	4%	.	4%	.	2	.
CN(C)C(=O)C1CCc2nnc(-c3cccc(C(F)(F)F)c3)n21 (stereo not drawn)	-12%[138 µM]	15%[87.6 µM]	-7%[88.5 µM]	11%[87.6 µM]	1%[172 µM]	17	.
CCC1CN(C(=O)N2CCC(C(=O)N(C)Cc3ccccc3)CC2)c2ccccc2O1 (stereo not drawn)	.	-6%	.	1%	.	6	.
Cc1ccc(C(=O)Oc2cc(-c3ccc4c(c3)OCO4)cc(=O)c3c(C)oc(C)c23)cc1	.	?	.	?	.	-54*	.
O=C(NCc1ccncc1)c1nc2c(o1)CCN(Cc1ccccc1)CC2	-26%[138 µM]	6%[87.6 µM]	2%[88.5 µM]	3%[87.6 µM]	?	7	1%[172 µM]
CSc1cccc(N2C(=O)[C@@H]3C[C@@H](NC(=O)c4cccn4C)CCN3C2=O)c1	0%[138 µM]	-2%[87.6 µM]	3%[88.5 µM]	4%[87.6 µM]	-7%[172 µM]	-5	-9%[172 µM]
COC(=O)c1ccc2c(c1)N(CC(=O)Nc1ccc(C)cc1Cl)C(=O)c1ccccc1S2	.	-8%	.	-3%	.	17	.
NC(=O)C1(C(=O)N2CCc3cc(S(=O)(=O)Nc4cccnc4)ccc3C2)CC1	0%	3%	?	-10%	-28%	10	-5%
O=C(c1ccccc1)c1ccc2nc(NC(=O)c3csc(C4CCN(c5ncnc6ccsc56)CC4)n3)[nH]c2c1	.	?	2%	.	.	9	.
O=[S+]([O-])(NC1CCN(Cc2cccc(-c3cccs3)c2)CC1)c1ccccc1	40µM*	-5%[12.5 µM]	-14%&0%	-1%&-16%	45µM*	-1&-5	.
COc1ccc(-c2cc(N3CCCC(NC(=O)c4ccc5ncccc5c4)C3)n[nH]2)cc1 (stereo not drawn)	?	?	-22%	28%	?	3	3.2µM*
COc1ccccc1CN1C(=O)COC[C@@H]1[C@H](O)c1ccc(NC(=O)c2ccccc2)cc1	?	-5%	?	0%	?	10	-25%
COc1ccccc1CN[C@H]1CC(C)(C)[C@@H]2C[C@@](C)(O)CC[C@]12CCC(=O)N1CCOCC1	-3%	6%	i	?	?	6	3%
CS(=O)(=O)N1CC2(CCCN2Cc2cccc(C(N)=O)c2)Cc2ccccc21 (stereo not drawn)	-23%	4%	-21%	-18%	-24%	3	-8%
Cc1ccccc1OCCn1c(=N)n(C(C)C)c2ccccc21	.	4%	.	-23%	.	-10	.
COc1ccc(NC(=O)Cc2noc3ccc(C)cc23)cc1Cl	.	3%	.	-11%	.	-5	.
CCCCc1nn2c(=O)cc(COC(=O)c3ccccc3C)nc2s1	.	3%	.	243%[activator]	.	-8	.
COCCN(C)S(=O)(=O)c1cccc(C(=O)NC(C)C2=CCCCC2)c1 (stereo not drawn)	-29%	6%	-4%	-23%	-11%	-1	-1%
O=C(CN1C(=O)COc2ccc(S(=O)(=O)N3CCCCC3)cc21)NCc1ccc(F)cc1	.	?	.	-9%	.	4	.
Cn1cnnc1CC1CCN(C(=O)Nc2ccccc2)C1 (stereo not drawn)	i	4%	-10%	7%	19%	6	-3%
CCOC(=O)C1CCCN(C(=O)c2c(C)nn(-c3ccc(F)cc3)c2-n2cccc2)C1 (stereo not drawn)	.	3%	.	-4%	.	28	.
COc1ccc(C(=O)N2CCCCCNC(=O)[C@@H]3CCCC[C@@H]32)cc1	-8%	6%	i	2%	0%	-2	5%
Additional results follow.
SMILES	3T3 cytotox	SNCA viab count	GPT2 inhibitor	SNCA expr inh	HEK293 tox	IP6K1 inh	FLuc inh
O=C(NCC(=O)N1CCC(c2ccccc2)CC1)c1ccc(-c2cccc(C(F)(F)F)c2)cc1	-23%	4%[12.5 µM]	2%	?	-42%	14	.
O=C(c1ccccc1)n1nc(-c2ccco2)nc1NCc1cccs1	.	5%	.	19%	.	-1	.
CN(Cc1ccc(-c2ccccc2)cc1)Cc1ccccc1Cl	-12%[138 µM]	10%[87.6 µM]	-15%[88.5 µM]	-15%[87.6 µM]	-21%[172 µM]	3	?
CCC[C@H]1CN(CCS(C)(=O)=O)C[C@@H]1NC(=O)c1ncoc1CC	i	1%	i	-24%	i	-4	0%
COc1ccc(CNC(=O)C2CCN(S(=O)(=O)c3ccc(F)cc3)CC2)cc1	.	4%	.	-13%	.	15	.
O=C(C[C@@H]1C[C@H]2O[C@H](CNC3Cc4ccccc4C3)[C@@H](O)[C@H]2O1)N1CCC(F)(F)C1	i	0%[87.6 µM]	3%[88.5 µM]	-23%[87.6 µM]	i	3	1%[172 µM]
Cc1ccc(-c2ccnc(N3CCC(N(C)Cc4ccon4)CC3)n2)c(C)n1	?	3%	0%	8%	?	-16	8%
CC(C)C[C@H](NC(=O)C1OC1C(=O)O)C(=O)NCCCCN=C(N)N (stereo partly drawn)	.	?	0%	-28%	.	.	.
COc1ccccc1-n1cc(C(=O)N2CCc3c(Cl)cccc3C2)cn1	?	8%	?	?	?	5	-24%
COc1cccc(CNC(=O)C2CCCCC(=O)N2)c1OC (stereo not drawn)	-1%	1%	-14%	0%	-14%	30	0%
COCC1(C(=O)N2C[C@@H](C(=O)O)[C@H](c3ccccc3OC)C2)CCC1	-2%	0%	-3%	3%	-7%	13	8%
CC(=O)c1cccc(NC(=O)[C@H]2O[C@@H]3OC(C)(C)O[C@@H]3[C@H]3OC(C)(C)O[C@H]32)c1	.	18%	.	-1%	.	8	.
CCN(C(=O)CN1C(=O)NC2(CCS(=O)(=O)CC2)C1=O)c1ccccc1	-2%	-6%	i	2%	8%	-1	?
O=C(Cc1cccc(F)c1)N1CCN(c2cc(-c3cccs3)[nH]n2)CC1	?	0%	-13%	-3%	?	5	-3%
CCOc1ccc(N(C(=O)c2ccc(Cl)cc2)S(=O)(=O)c2ccc3c(c2)n(C)c(=O)n3C)cc1	.	-13%	.	-3%	.	-2	.
O=C(Nc1ccc(F)cc1F)N[C@H]1C[C@H]2C(=O)NC[C@@H](CCC(=O)N3CCc4ccccc43)N2C1	-5%	1%	-2%	4%	4%	-1	-12%
COc1ccc2c(c1)OCC(CNC(=O)c1noc3c1CCCC3)C2 (stereo not drawn)	?	8%	4%	-2%	?	-4	-6%
COc1ccc(NC(=O)CCCc2nnc3n(CCC(C)C)c(=O)c4sccc4n23)c(OC)c1	.	-20%	.	-1%	.	14	.
CCOc1ccc(S(=O)(=O)Nc2ccc3c(c2)CCCN3S(=O)(=O)c2ccc(C)cc2)cc1	.	-12%	.	-27%	.	-8	.
Cn1ncc2c(C(=O)NCc3ccccc3)cc(-c3cccc(F)c3)nc21	?	.	.	.	40µM*	4	.
O=C(c1cc(F)ccc1F)N1CCN(C(=O)c2nnn3c2COC(c2ccccc2)C3)CC1 (stereo not drawn)	-14%	8%	i	4%	?	0	-6%
Cc1nc2cccnc2n1CC1CCCN(S(=O)(=O)c2cccc(Br)c2)C1 (stereo not drawn)	?	-19%	i	-19%	45µM*	2	12%
CN1C[C@@H](NC(=O)c2ccccn2)C[C@H]1c1nc(-c2cccnc2)no1	i	-13%[87.6 µM]	i	-13%[87.6 µM]	2%[172 µM]	-9	-2%[172 µM]
O=C(NC1CC(=O)N(c2ccccc2)C1)C1CCCC1 (stereo not drawn)	.	11%	.	-9%	.	6	.
COc1ccc(CNC(=O)C[C@@H]2C[C@@H](C(C)C)[C@H](CNC(=O)c3ccc(C#N)cc3)C=C2C)cc1	?	?	-1%	?	?	-5	-5%

Single records (already shown). Screens in order: 3T3 cytotox | SNCA viab count | GPT2 inhibitor | SNCA expr inh | HEK293 tox | IP6K1 inh | FLuc inh
CCC[C@H]1CN(CCS(C)(=O)=O)C[C@@H]1NC(=O)c1ncoc1CC across the screens: i | 1% | i | -24% | i | -4 | 0%
COCC1(C(=O)N2C[C@@H](C(=O)O)[C@H](c3ccccc3OC)C2)CCC1 across the screens: -2% | 0% | -3% | 3% | -7% | 13 | 8%

Other entries:
SMILES	3T3 cytotox	SNCA viab count	GPT2 inhibitor	SNCA expr inh	HEK293 tox	IP6K1 inh	FLuc inh
CN(Cc1ccc(F)cc1)C(=O)Cc1cccc(Cl)c1	?	-9%[87.6 µM]	-2%[88.5 µM]	7%[87.6 µM]	?	-9	-12%[172 µM]
Cc1nnc(CN(C)c2ccc(-c3nc(CCCc4ccccc4)no3)cn2)o1	-8%	0%	-6%	191%[activator]	?	3	?
O=C(c1ccccc1F)N1CCC2(CC1)C(=O)Nc1ccccc12	i	1%	i	?	-1%	-14	.
COc1cc(NS(=O)(=O)c2ccc(NC(=O)c3ccc(Cl)cc3Cl)cc2)nc(OC)n1	.	23%	.	0%	.	-18	.
COc1ccc(S(=O)(=O)N2CCN(Cc3ccc4c(c3)OCO4)CC2)cc1C	.	-1%	.	-3%	.	-13	.
COc1ccc(Cl)cc1NC(=O)[C@H]1O[C@@H]2OC(C)(C)O[C@@H]2[C@H]2OC(C)(C)O[C@H]21	.	-9%	.	-6%	.	-14	.
O=C1NCC2(CCN(C(=O)c3ccc(C(F)(F)F)cc3)CC2)Oc2ccccc21	-23%	-12%	i	?	?	-1	3%
O=C(CC1CCCC1)N1CC(c2nc(CCOCc3ccccc3)no2)C1	-28%	5%	2%	?	?	11	.
CC(=O)N1CC2(Cc3ccccc31)CN(C(=O)Nc1ccccc1)C2	?	3%[87.6 µM]	?	-9%[87.6 µM]	-21%[172 µM]	5	-8%[172 µM]
CCOc1ccc2c(n1)CCN(C(=O)C1CCCC1)C2	i	4%[12.5 µM]	i	29%	5%	0	-14%
COc1ccc(Cn2ccc3nc(C)c(C(=O)NCc4ccc(C)cc4)cc3c2=O)cc1	.	-10%	.	?	.	-11	.
CC(C)c1nc(NCCCN2CCCC(C(N)=O)C2)c2cnn(C)c2n1 (stereo not drawn)	i	0%	1%	23%	-4%	9	2%
Cc1ccc(CNC(=O)c2cnc3c(-c4ccc(F)cc4)c(C)nn3c2C)o1	.	-5%	.	28%	.	18	.
